Compound activity deposited in PubChem BioAssay by National Center for Advancing Translational Sciences (NCATS).
JMJD2A Tudor inh: JMJD2A Tudor domain (human) inhibition; AlphaScreen JMJD2A-Tudor / H3K4me3 peptide binding; Potency, µM (titrated, usually from 114 µM), without a hit: at the top dose activity change, negative = inhibition, usual class: inhibitors; hit rate 4.4% among 390,000; further: potency means the concentration at half of the fitted maximal effect; on the % scale 0 is the no-effect control and ±100 the full control effect; nearly all actives have a fitted effect of over 50% in size
PI4K2A block: PI4K2A (human) kinase inhibition | purified PI4K2A, ADP-Glo luminescence, 1 h; active compounds read low | activity change, negative = inhibition, % at 76.9 µM | hit rate 0.13% among 420,000; in the data active means activity change below about -50%; inconclusive means mostly about -30% to -49%;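 further: -100% = wells without enzyme as full effect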
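ADP-Glo luminescence measured ADP generated by PI4K2A enzyme (4 ug/mL before mixing) with 1.2 mM PI substrate (pre-mix) and 300 microM ATP (pre-mix). Tris pH7.5 buffer with MgCl2, Triton X-100; 1 h reaction at ambient temperature.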
BAZ2B inh: inhibitors of human BAZ2B bromodomain | AlphaScreen BAZ2B-H3K14Ac peptide displacement | Potency, µM (highest dose often 114 µM), for inactives: at the top dose activity change, negative = inhibition, actives largely listed as inhibitors | hit rate 4.4% among 360,000 | Q9UIF8 | AID 504333; further: potency means the concentration at half of the fitted maximal effect; on the % scale 0 is the no-effect control and ±100 the full control effect; nearly all actives have a fitted effect of over 60% in size
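AlphaScreen displacement of biotin-H3(5-23)K14Ac peptide (50 nM final) from BAZ2B (50 nM final) in PBS pH 7.4, 0.01% Tween-20; complex preformed 30 min RT, then compounds (top 110 uM) 30 min RT, beads 20 min dark.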
12-LOX inh: blocks human arachidonate 12S-lipoxygenase; AID 1671190; Potency, µM (highest dose often 108 µM), for the others: at the highest dose activity change, negative = inhibition, hits mostly inhibitors; purified 12hLO, xylenol orange hydroperoxide absorbance; hit rate 1.1% among 580,000; further: potency means the concentration at half of the fitted maximal effect; on the % scale 0 is the no-effect control and ±100 the full control effect
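Purified human 12hLO at 150 nM in 25 mM Hepes, 0.01% Triton X-100, pH 7.0, preincubated 15 min at room temperature with compound. Reaction started with 40 uM arachidonic acid, 30 min at room temperature. Hydroperoxide measured by Fe-xylenol orange, 573/405 nm absorbance ratio.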
ERG-DNA inh: blocks human ERG Ets domain binding to DNA | fluorescence polarization, His-ERG Ets domain / labelled DNA | hit rate 0.028% among 370,000 | Potency, µM (top dose mostly 76.9 µM), without a hit: at the highest dose FP activity, negative = inhibition, actives largely listed as inhibitors; active means well fitted inhibition curve with a large enough effect in the polarisation, with a control signal flat; inconclusive means small, poorly fitted or top-dose-only effect, or effect the other way, or a change in a side signal; inactive means no such curve, though single readings can be large or run the other way; the % refers to the polarisation;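 further: polarization taken with two DNA probes labelled with fluorescein and Texas red; potency means the concentration at half of the fitted maximal effect; % of control where 0% means no effect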
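His-tagged ERG Ets domain (1 uM in the protein solution; 300mM KCl, 50mM Tris-HCl, 1mM EDTA, 1mM DTT, pH 7.5) received compound, then a probe mix of 5 nM fluorescein-DNA and 100nM Texas-615-DNA. Fluorescence polarization was read for both dyes.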
HP1b chromo inh: inhibitors of HP1-beta chromodomain binding to methylated histone tails | P83916 | AlphaScreen HP1-beta / biotin-H3K9me3 peptide binding | Potency, µM (doses to about 114 µM), inactives show at the highest dose activity change, negative = inhibition, most hits filed as inhibitors | hit rate 0.56% among 390,000; further: potency means the concentration at half of the fitted maximal effect; nearly all actives have a fitted effect of over 70% in size; inactives centre near 23
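Compound inhibition of the preformed complex between 50 nM HP1-beta and 50 nM biotinylated H3K9me3 peptide was read by AlphaScreen. Buffer was PBS pH 7.4 with 0.01% Tween-20. Incubations ran 30 min at room temperature, with 10 ug/mL donor/acceptor beads.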
RGS4 inh: inhibitors of human regulator of G protein signaling 4; P49798; Transcreener GDP fluorescence polarization, RGS4-accelerated GTP hydrolysis; hit rate 0.039% among 390,000; Potency, µM (doses to about 114 µM), inactives show at the top dose activity change, negative = inhibition, hits mostly inhibitors; further: potency means the concentration at half of the fitted maximal effect; on the % scale 0 is the no-effect control and ±100 the full control effect; nearly all actives have a fitted effect of over 75% in size; some results filed as inactive show a strong effect at the top dose
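MLSMR compounds (23 nl, pin-transferred) preincubated 10 min at room temperature with a 500nM (2x) first reagent, then RGS4 at 900nM (2x) plus Transcreener GDP mix added; fluorescence polarization (620/688 nm) read before and after 90 min at 30 °C.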
G9a inh: G9a (human) methyltransferase inhibition. Q96KQ7. G9a H3K9 monomethylation, AlphaScreen, 2 h. hit rate 8.8% among 350,000. Potency, µM (series often up to 102 µM), for the others: top-dose activity, negative = inhibition, most hits filed as inhibitors; further: potency means the concentration at half of the fitted maximal effect; on the % scale 0 is the no-effect control and ±100 the full control effect; nearly all actives have a fitted effect of over 75% in size
Target sequence (Q96KQ7 913-1193 limits assumed): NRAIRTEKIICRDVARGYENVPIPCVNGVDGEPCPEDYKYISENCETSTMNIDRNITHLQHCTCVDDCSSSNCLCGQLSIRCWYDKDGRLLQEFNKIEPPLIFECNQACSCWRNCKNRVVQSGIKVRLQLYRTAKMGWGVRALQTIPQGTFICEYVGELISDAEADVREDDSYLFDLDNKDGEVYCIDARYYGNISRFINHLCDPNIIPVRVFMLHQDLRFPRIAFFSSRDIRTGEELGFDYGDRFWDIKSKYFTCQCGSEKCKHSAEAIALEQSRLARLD
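Using a bead-based AlphaScreen, monomethylated H3K9 product from 2 h room-temperature reactions (G9a 20 nM, peptide 500 nM, SAM 20 uM) was detected with 0.5 ug/mL rabbit anti-H3K9me1 antibody.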
GLS inh: glutaminase GLS (human) inhibition | O94925 | Potency, µM (highest dose often 45.5 µM), for inactives: at the highest dose activity change, negative = inhibition, most hits filed as inhibitors | GLS enzymatic activity, qHTS titration | hit rate 0.21% among 410,000 | AID 624170; further: potency means the concentration at half of the fitted maximal effect; on the % scale 0 is the no-effect control and ±100 the full control effect
Target sequence (O94925 whole entry, looked up): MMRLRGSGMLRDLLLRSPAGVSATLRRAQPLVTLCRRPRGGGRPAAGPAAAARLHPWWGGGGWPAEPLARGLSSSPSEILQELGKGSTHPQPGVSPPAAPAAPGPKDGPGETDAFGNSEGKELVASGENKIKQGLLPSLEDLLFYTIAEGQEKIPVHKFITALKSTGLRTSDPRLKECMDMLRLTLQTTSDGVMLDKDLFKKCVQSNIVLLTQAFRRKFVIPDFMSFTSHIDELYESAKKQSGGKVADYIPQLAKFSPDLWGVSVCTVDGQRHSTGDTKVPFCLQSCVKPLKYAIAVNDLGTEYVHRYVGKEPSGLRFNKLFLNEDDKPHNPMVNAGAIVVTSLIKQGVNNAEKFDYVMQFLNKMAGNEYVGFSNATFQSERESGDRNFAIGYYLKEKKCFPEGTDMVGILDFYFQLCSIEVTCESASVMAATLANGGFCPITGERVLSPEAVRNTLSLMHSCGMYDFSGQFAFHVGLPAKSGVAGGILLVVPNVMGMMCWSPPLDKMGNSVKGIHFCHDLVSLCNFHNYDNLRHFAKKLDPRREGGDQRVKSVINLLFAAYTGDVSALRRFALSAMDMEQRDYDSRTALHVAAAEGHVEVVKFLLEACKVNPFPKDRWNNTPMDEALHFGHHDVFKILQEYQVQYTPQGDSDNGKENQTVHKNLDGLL
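Read-out is an Amplex red fluorescence increase coupled through glutamate oxidase and HRP, measured before and after 30 min room-temperature incubation. hKGA is in 45 mM KH2PO4 (pH 8.2) with 0.02% Tween-20; glutamine added as 1mM solution.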
An asterisk follows results filed as active; ? = inconclusive; nt = no result given; & = joins results of further samples; [ ] = another dose, or the depositor's remark. Unless noted, the call rests on the fitted dose curve; in most records, active means well fitted curve in the direction sought with a large enough effect; inconclusive means small, poorly fitted or top-dose-only effect, or another doubt; inactive means no such curve, though single readings can be large; an effect the other way counts as inactive or inconclusive.

BAZ2B inh	G9a inh	ERG-DNA inh	RGS4 inh	GLS inh	HP1b chromo inh	JMJD2A Tudor inh	12-LOX inh	PI4K2A block	Compound
-13%	-13%	1%	8%	0%	-5%	-17%	-1%	1	O=C(O)c1cccc(N2C(=O)c3ccc(Oc4ccc(Cl)cc4)cc3C2=O)c1
9%[57.1 µM]	?	5%	-7%	6%	53%[activator]	-2%	?	0	CCCn1nc2cc(C(=O)NCc3ccc4c(c3)OCO4)ccc2c1OCC
nt	nt	-7%	-53%	1%	?	56µM*	?	3	COc1cc(OC)cc(C(=O)N2CCN(C3CCC(C)CC3)CC2)c1 (stereo unspecified)
45µM*	10µM*	-9%	?	15%	?	35µM*	?	5	COc1cc(/C=C2\SC(=O)NC2=O)ccc1Oc1ccc([N+](=O)[O-])cc1[N+](=O)[O-]
-5%	3%[0.501 µM]	-4%	-16%	4%	8%	-13%	27%	2	Cc1ccc(OCC(=O)N2CCCC(CO)(CCOc3ccccc3)C2)cc1 (stereo unspecified)
-10%	48%[activator]	-3%	-8%	-32%	44%[activator]	-4%	0%	0	CN(C)/C=N/c1nc2nccc(-c3ccc(Cl)cc3)n2n1
-1%	nt	-6%	16%	0%	27%	-3%	-7%	7	O=C(NC(C(=O)N/N=C/c1ccncc1)c1n[nH]c(=O)c2ccccc12)c1ccccc1 (stereo unspecified)
1%	-23%	-5%	8%	4%	20%	-18%	0%	3	COc1ccccc1C(=O)NCC(=O)OCCCOC(=O)CNC(=O)c1ccccc1OC
-23%	-9%[59 µM]	4%	-15%	6%	42%	?	-12%	-6	CCc1ccc(NS(=O)(=O)c2cc(-c3cnc(C4CC4)o3)ccc2C)cc1
-3%	23%	-2%	12%	-12%	22%	2%	0%	0	CC(C)Cn1c(N)c(C=O)c(=O)n(C)c1=O
-15%	50%	7%	0%	-1%	31%	3%	-35%	0	O=C(NC1CC1)c1nc(Cn2cc([N+](=O)[O-])cn2)no1
-9%	13%	0%	-2%	3%	53%[activator]	6%	3%	1	COc1ccc(COC(=O)C2CCN(S(=O)(=O)c3cccs3)CC2)cc1
2%	?	-4%	31%	nt	-2%	7%	0%&-1%	4	O=C(O)c1cc(NCc2ccc3c(c2)OCO3)ccc1N1CCOCC1
5%	nt	-1%	6%	4%	29%	-4%	-8%	-2	COc1cccc(C2=NOC(C(=O)NCc3ccccc3)C2)c1 (stereo unspecified)
9%	4%[12.7 µM]	-12%	-28%	-8%	27%	-11%	0%	-14	CN(C)C(=O)c1ccc(COc2ccccc2Br)o1
-18%	9%	6%	5%	4%	50%[activator]	-10%	-18%	-5	COc1ccc(NS(=O)(=O)c2cn(C)c(=O)n(C)c2=O)cc1
1%	-1%[59 µM]	-1%	-10%	1%	20%	-5%	-16%	-14	CN(CC(=O)NCc1ccc(Cl)cc1)S(=O)(=O)c1ccc2c(c1)c(=O)n(C)c(=O)n2C
4%	-2%[59 µM]	0%	-9%	7%	18%	-5%	8%	-1	COc1ccc(CC(=O)NCc2ccc3c(c2)CCN3C(=O)c2ccccc2)cc1OC
-32%	4%	-2%	12%	-1%	30%	-30%	455%[activator]	2	COC(=O)c1ccccc1NC(=O)CSc1nc(Nc2ccccc2)nc(N2CCOCC2)n1
nt	nt	nt	-4%	-2%	18%	-4%	-24%	-4	CC(C)C1(c2ccsc2)NC(=O)NC1=O (stereo unspecified)
8%	2%[2.33 µM]	2%	7%	-1%	35%[activator]	-4%	-12%	3	CC(CCc1ccccc1)NC(=O)COC(=O)C(CCC(N)=O)NC(=O)c1ccc(F)cc1 (stereo unspecified)
?	?	0%	-12%[11.4 µM]	8%	-22%	-19%[11.4 µM]	-10%	-13	Oc1c(C=NCc2ccncc2)sc2ccccc12
79µM*	14µM*	5%	?	-5%	-10%	8.9µM*	-23%	7	CCc1ccc(C(=O)c2cn(CC(=O)Nc3ccc4c(c3)OCO4)c3ccc(OC)cc3c2=O)cc1
-2%	?	8%	-8%	-5%	15%	-26%	4%	1	Nc1c(C(=O)Nc2ccc3c(c2)OCCO3)nnn1Cc1ccccc1
10%	1%	nt	-6%	11%	27%	-13%	0%[57.4 µM]	0	CCCCCn1c(Sc2nc3ccccc3s2)nc2c1c(=O)[nH]c(=O)n2C
-6%	?	-1%	16%	8%	5%	-13%	-4%	11	CC1CN(CC(=O)N2CCc3[nH]c4ccccc4c3C2)CC(C)O1 (stereo unspecified)
2%	24%	3%	-9%	0%	17%	-1%	-7%	4	NC(=O)Cc1nc(-c2ccc([N+](=O)[O-])cc2)cs1
?	-20%[59 µM]	2%	-5%	7%	16%	-32%	4%	-5	COc1ccc(-c2[nH]nc3nc(-c4cc(OC)c(OC)c(OC)c4)cc(C(=O)O)c23)cc1
-5%	8%	-1%	-1%	0%	36%	-5%	-7%	-4	COc1ccccc1NC(=O)Nc1cccc(C(=O)O)c1
-10%	-9%	-1%	-8%	8%	27%	-1%	1%	-4	Cc1ccc(/C=N/NC(=O)Cn2ccc(C(F)(F)F)n2)o1
6%	-51%	nt	-8%	-6%	31%	-14%	20%	-4	O=C(Nc1nccs1)c1ccc(COc2ccccc2Br)o1
3%	1%[2.33 µM]	-7%	3%	12%	29%	-23%	-8%	-4	COc1cccc([C@@H]2CC=C(C(=O)O)[C@H](c3ccccc3)N2S(=O)(=O)c2ccc(C)cc2)c1
nt	nt	-4%	-29%	0%	-2%	?	?	-1	CC(C)=CCC/C(C)=C/CNC(=O)C[C@H]1C[C@H](C(=O)N(C(C)C)C(C)C)[C@@]2(C)c3[nH]c4cc(-c5ccco5)ccc4c3CCN2C1=O
-4%	35%[59 µM]	-3%	-6%	5%	32%	2%	-25%	-8	Cc1ccc(NC(=O)Cn2c(=O)nc(-c3ccccc3)c3ccccc32)cc1
?	50µM*	-17%	-15%	8%	?	56µM*	?	-5	O=C(O)C1=NN(c2ccccc2)C(=O)C1
-15%	3%	-4%	-48%	15%	-3%	79µM*	-7%	-14	COCCN(C(=O)CSc1nnc(C)n1Cc1ccccc1)c1c(N)n(CC(C)C)c(=O)[nH]c1=O
-2%	38%	10%	-12%	-3%	32%[activator]	-11%	-14%	4	COc1ccccc1CC(=O)O/N=C(\N)Cc1cccc2ccccc12
-11%	0%[59 µM]	-2%	24%	8%	14%	-9%	2%	-3	CC(C)c1ccc(CN2CC(C(=O)O)CC2=O)cc1 (stereo unspecified)
nt	nt	nt	-7%	13%	93%[activator]	38%[activator]	-3%	2	CCC(=O)c1ccc(OC)c(OC)c1OCc1ccccc1
-5%	-23%	-8%	2%	1%	48%[activator]	-13%	0%	0	Cc1c(NS(=O)(=O)c2ccc(NC(=O)CCC(=O)O)cc2)c(=O)n(-c2ccccc2)n1C
?	nt	-7%	-6%	7%	49%[activator]	-6%	-3%	-2	CN(C)CCNC(=O)c1onc(CSc2nc3ccccc3[nH]2)c1C(=O)NCCN(C)C
-23%	-7%	2%	-9%	-8%	36%	-11%[11.4 µM]	?	-1	CN(C)N1C(N)=C(C#N)C(c2ccccc2)C2=C1CCCC2=O (stereo unspecified)
3%	11%[12.7 µM]	-13%	16%	3%	23%	-16%	0%	5	COC(=O)C(NC(C)=O)(Nc1ccccc1)C(=O)OC
nt	nt	-9%	5%	-7%	43%[activator]	-7%	-5%	0	CCN1C[C@@H]2[C@@H]3C(=O)N(C)C(=O)[C@@H]3[C@](CC)(C1=O)N2C(=O)c1ccc(Cl)cc1
2%	14%[59 µM]	-4%	3%[56.9 µM]	1%	29%	-17%	-24%	6	CC(C)c1ccc(N(CC(=O)N2CCN(Cc3ccccc3)CC2)S(C)(=O)=O)cc1
-12%	-5%	0%	6%	-7%	15%	-24%	-5%	-1	Cn1c(=NC(=O)C2=NNC(=O)CC2)sc2ccccc21
-24%	35µM*	-11%	-14%	-3%	3%	-14%	0%	-3	Clc1ccc(CSc2nnc(-c3cccnc3)n2Cc2ccco2)c(Cl)c1
nt	nt	5%	-80%[11.4 µM]	?	-14%	3.2µM*	0%	0	COc1ccc(CCn2c(-n3nc(C)cc3C)nc3c2c(=O)[nH]c(=O)n3C)cc1
nt	nt	13%	-7%	5%	12%	-15%	-3%	-3	C[C@H](NS(=O)(=O)c1ccc(Cl)cc1)C(=O)OCC(=O)Nc1cc(S(=O)(=O)N2CCOCC2)ccc1Cl
-27%	-32%[59 µM]	0%	0%	31%	-3%	-26%	-25%	-2	CCOc1ccccc1NC(=O)Cn1nc(N2CCN(c3ccccc3)CC2)ccc1=O
-7%	nt	-13%	18%	0%	16%	-8%	401%[activator]	5	O=C(NC1CCCC1)c1cc(S(=O)(=O)N2CCCC2)ccc1Cl

Some of these compounds in order of their number in 12-LOX inh, lowest first:
canonical_smiles,BAZ2B inh,G9a inh,ERG-DNA inh,RGS4 inh,GLS inh,HP1b chromo inh,JMJD2A Tudor inh,12-LOX inh,PI4K2A block
Cn1c(=NC(=O)C2=NNC(=O)CC2)sc2ccccc21,-12%,-5%,0%,6%,-7%,15%,-24%,-5%,-1
C[C@H](NS(=O)(=O)c1ccc(Cl)cc1)C(=O)OCC(=O)Nc1cc(S(=O)(=O)N2CCOCC2)ccc1Cl,nt,nt,13%,-7%,5%,12%,-15%,-3%,-3
Clc1ccc(CSc2nnc(-c3cccnc3)n2Cc2ccco2)c(Cl)c1,-24%,35µM*,-11%,-14%,-3%,3%,-14%,0%,-3

A portion of the library. The share of hits here may be higher or lower than overall.
